Eya2 phos inh – Eya2 (human) phosphatase inhibition; 0.006% of 330,000 active; recombinant Eya2, OMFP fluorescence dephosphorylation (OMFP is methylfluorescein phosphate); AID 488837; Potency, µM (titrated, usually from 76.9 µM), for inactives: at the highest dose activity, negative = inhibition, most hits filed as inhibitors; further: potency means the concentration at half of the fitted maximal effect; on the % scale 0 is the no-effect control and ±100 the full control effect
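Eya2 protein (added as 0.2 uM solution) was preincubated with compound for 10 min at ambient temperature in 50 mM HEPES pH 7.5, 50 mM NaCl, 5 uM MgCl2, 0.05% BSA, 1 mM DTT. OMFP (added at 50 uM) then reacted 10 min; fluorescence read at 485/525 nm.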
A-T KAP1 phos – potential ataxia-telangiectasia treatments restoring KAP-1 phosphorylation | […] A-T fibroblasts, KAP-1 phosphorylation AlphaLISA; neocarzinostatin DNA damage 30 min before lysis | Potency, µM (top dose mostly 57.5 µM), without a hit: at the highest dose activation, usual class: activators | 0.19% of 320,000 active | AID 485349; further: potency means the concentration at half of the fitted maximal effect; % of control where 0% means no effect; nearly all actives have a fitted effect of over 45% in size
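hTERT-immortalized A-T patient fibroblasts ([…]), 500 cells/well in OPTI-MEM, 1% FBS, got compounds for 60 min, then NCS for 30 min at 37C. Lysates were then assayed for phospho-KAP-1 by AlphaLISA (anti-pKAP1 donor, anti-KAP1 acceptor beads), 6 hr at 25C.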
TSHR antagonist – blocks TSH signaling through the human TSH receptor; P16473; TSHR-expressing cells, TSH-stimulated cAMP HTRF, 2 h; hits give low values; 0.2% of 330,000 active; activity change, negative = inhibition, % at 11.5 µM;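 active means activity change below a set negative limit, meaning inhibition stronger than a set level, cut at about -70% in these data; inconclusive means activity change between two set negative limits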; further: on the % scale 0 is the no-effect control and ±100 the full control effect
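TSHR-expressing cells, 200/well, pre-treated with compound, then stimulated with EC80 TSH (4nM final) for 2 hours at 37 deg C. cAMP measured by competitive HTRF: anti-cAMP cryptate antibody in lysis buffer plus cAMP-d2, read after 30 minutes at room temperature.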
Integrin act MD – integrin-mediated muscular dystrophy alleviation activation | alpha7betagal myoblasts, beta-gal FDG fluorescence, 48 h | Potency, µM (highest dose often 38.3 µM), for the others: at the highest dose activation, hits mostly activators | 0.064% of 350,000 active | AID 624291;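 further: potency means the concentration at half of the fitted maximal effect; 100% = response of the positive control SU9516; nearly all actives have a fitted effect of over 60% in size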
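alpha7betagal+/- myoblasts (passage 13, 250/well) treated 48 h at 37C with compounds at 1:260 dilution of DMSO stock. Lysed, then beta-galactosidase activity read as FDG fluorescence (ex 480/em 540) after 30 min, with pre-read for autofluorescence.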
Tb PFK inh – inhibitors of T. brucei phosphofructokinase; O15648; Potency, µM (highest dose often 57.5 µM), without a hit: at the highest dose activity, negative = inhibition, actives largely listed as inhibitors; 0.17% of 330,000 active; T. brucei PFK, ADP-Glo luminescence;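 further: potency means the concentration at half of the fitted maximal effect; 0% = uninhibited 1x PFK enzyme wells and -100% = no-enzyme wells; nearly all actives have a fitted effect of over 60% in size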
Target sequence (O15648 whole entry, looked up): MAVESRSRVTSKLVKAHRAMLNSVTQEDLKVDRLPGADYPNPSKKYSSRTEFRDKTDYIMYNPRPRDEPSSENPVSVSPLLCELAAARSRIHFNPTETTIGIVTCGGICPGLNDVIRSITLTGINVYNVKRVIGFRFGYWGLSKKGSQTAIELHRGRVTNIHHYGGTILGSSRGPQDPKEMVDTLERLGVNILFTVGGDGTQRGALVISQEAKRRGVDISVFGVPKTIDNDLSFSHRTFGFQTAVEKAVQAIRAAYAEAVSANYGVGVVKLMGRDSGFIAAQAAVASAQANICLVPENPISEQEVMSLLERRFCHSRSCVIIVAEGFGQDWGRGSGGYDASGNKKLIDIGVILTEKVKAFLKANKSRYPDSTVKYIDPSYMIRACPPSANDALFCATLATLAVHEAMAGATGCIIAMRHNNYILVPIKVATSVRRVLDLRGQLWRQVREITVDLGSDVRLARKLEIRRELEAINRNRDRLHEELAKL
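ADP-Glo luminescence quantified ADP after 45 min at room temperature, with 1.25 nM T. brucei PFK, 0.1 mM ATP and 0.5 mM fructose-6-phosphate in pH 8.0 TEA buffer. qHTS titrations up to 57 µM; curves classified by quality.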
ASM inhibitor – human S-ASM enzyme inhibition; placental ASM, HMU-PC fluorogenic substrate, 60 min; Potency, µM (series often up to 57.5 µM), without a hit: at the highest dose activity change, negative = inhibition, usual class: inhibitors; 0.006% of 340,000 active; AID 504937; P17405; further: potency means the concentration at half of the fitted maximal effect
Target sequence (P17405 47-631 limits assumed): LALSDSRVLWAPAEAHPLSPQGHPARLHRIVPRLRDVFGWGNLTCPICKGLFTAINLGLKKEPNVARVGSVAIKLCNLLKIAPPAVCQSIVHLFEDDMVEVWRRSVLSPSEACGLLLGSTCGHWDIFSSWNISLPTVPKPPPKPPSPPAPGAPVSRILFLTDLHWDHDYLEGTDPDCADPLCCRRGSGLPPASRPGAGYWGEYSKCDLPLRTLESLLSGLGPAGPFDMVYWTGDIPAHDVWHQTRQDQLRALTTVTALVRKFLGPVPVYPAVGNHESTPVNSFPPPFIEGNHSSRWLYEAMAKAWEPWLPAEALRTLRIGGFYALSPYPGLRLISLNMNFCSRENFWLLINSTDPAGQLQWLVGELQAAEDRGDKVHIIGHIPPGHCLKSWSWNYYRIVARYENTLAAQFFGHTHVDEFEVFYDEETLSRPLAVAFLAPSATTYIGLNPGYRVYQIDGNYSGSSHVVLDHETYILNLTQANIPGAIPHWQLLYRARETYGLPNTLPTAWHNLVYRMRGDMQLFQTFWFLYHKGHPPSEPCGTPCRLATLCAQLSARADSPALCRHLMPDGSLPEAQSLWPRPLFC
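Fluorogenic HMU-PC substrate (9 uM final) is turned over by placental ASM in 60 min at 37 C after a 10 min compound preincubation. Reaction ended by alkaline stop (pH 10), with fluorescence read at 386/447 nm.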
Mito fusion yeast – mitochondrial division inhibition or fusion activation | Potency, µM (series often up to 46.1 µM), for inactives: at the top dose growth rescue (activation), actives largely listed as activators | S. cerevisiae fusion-defective mutant growth rescue, CellTiterGlo 48 h | 0.23% of 320,000 active;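 further: potency means the concentration at half of the fitted maximal effect; % of control where 0% means no effect; nearly all actives have a fitted effect of over 45% in size; temperature-sensitive fusion mutants such as fzo1-1 at 37 °C on non-fermentable ethanol glycerol medium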
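Yeast fusion mutant, YPEG (non-fermentable carbon), compound, 48 h at 37C non-permissive; CellTiterGlo added, 10 min RT, luminescence read. Rescued growth = division inhibition.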
BCR signal inh – inhibitors of chronic active B-cell receptor signaling. ABC-DLBCL IkBa-CBG/CBR reporter, luminescence ratio, 4 h. Potency, µM (highest dose often 46.1 µM), for the others: at the top dose ratio change, negative = lower green/red ratio, most hits filed as inhibitors. 0.05% of 340,000 active. AID 493014; active means well fitted inhibition curve with a large enough effect in the signal ratio, with a control signal flat, not every such curve was filed as active; inconclusive means small, poorly fitted or top-dose-only effect, or effect the other way, or a change in a side signal; the % refers to the signal ratio;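 further: potency means the concentration at half of the fitted maximal effect; plate controls were basal doxycycline-induced cells for no effect and cells given 10 µM MG132 for full effect; MG132 reads +100%, hits lower the ratio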
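TMD8 ABC-DLBCL cells carrying doxycycline-inducible green luciferase fused to IkappaBalpha plus unfused red luciferase were exposed to compounds (up to 46 uM) for 4 hrs at 37C. Activity came from the overlap-corrected green/red luminescence ratio.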
TCR act – activators of T cell receptors; primary human leukocytes, anti-CD3, IL-2 HTRF, 48 h; Potency, µM (titrated, usually from 9.22 µM), inactives show top-dose activation of IL-2 secretion, usual class: activators; 330,000 tested, under 10 active; AID 504894; further: % of control where 0% means no effect
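Primary human leukocytes were stimulated with a-CD3 beads plus compounds for 48 hr without co-stimulation; secreted IL-2 was quantified by HTRF using a-IL-2-K (europium cryptate) and a-IL-2-d2, excited at 320nm with acceptor emission read at 665nm.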
TSG101-PTAP inh – blocks PTAP/TSG101 interaction to inhibit HIV-1 budding | Q99816 | Fluorescence polarization, FITC-PTAP peptide / Tsg101 binding | Potency, µM (doses to about 115 µM), for the others: at the highest dose activity change, negative = inhibition, actives largely listed as inhibitors | 340,000 tested, under 10 active; active means well fitted inhibition curve with a large enough effect in the main read-out, with a control signal flat, not every such curve was filed as active; inconclusive means small, poorly fitted or top-dose-only effect, or effect the other way, or a change in a side signal; inactive means no such curve, though single readings can be large or run the other way; further: potency means the concentration at half of the fitted maximal effect; % of control where 0% means no effect
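Tsg101 binding domain (10 uM final) was mixed with compound and a FITC-labeled PTAP peptide (50 nM final) in HEPES pH 7.5 buffer with NaCl, Tween 20, EDTA and TCEP; fluorescence polarization was read after 20 min at r.t.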
ELG1 DNA repair – blocks ELG1-dependent DNA repair in HEK293T cells; HEK293T ELG1-luciferase reporter, luminescence, 16 h; DNA damage induced by 5-fluorouridine; 2.3% of 330,000 active; Potency, µM (series often up to 46.1 µM), for inactives: at the highest dose activity change, negative = inhibition, most hits filed as inhibitors; AID 504467; further: potency means the concentration at half of the fitted maximal effect; on the % scale 0 is the no-effect control and ±100 the full control effect; nearly all actives have a fitted effect of over 55% in size
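Quantitative HTS, concentration-response format. 2,000 cells/well co-treated with 5-fluorouridine and compound, 16 hr in 5% CO2 at 37 °C; ONE-Glo luminescence read after 30 min.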
Numbers without * were called inactive; ? = inconclusive; · = no result given; [ ] = dose if it differs, or a comment. Unless noted, the call rests on the fitted dose curve; in most records, active means well fitted curve in the direction sought with a large enough effect; inconclusive means small, poorly fitted or top-dose-only effect, or another doubt; inactive means no such curve, though single readings can be large; an effect the other way counts as inactive or inconclusive.

Values run as follows: Tb PFK inh	ASM inhibitor	Integrin act MD	Eya2 phos inh	TSG101-PTAP inh	TCR act	BCR signal inh	A-T KAP1 phos	Mito fusion yeast	TSHR antagonist	ELG1 DNA repair
CCN1CCN(C(=O)c2ccc3c(=O)n(CCc4ccccc4)c(=O)[nH]c3c2)CC1
 : -3%	197%[activator]	0%	-17%	-3%	-6%	15%	2%	3%	-19	27%
CC1CCC(NC(=O)CCS(=O)(=O)c2ccc3c(c2)CC(C)N3C(=O)C2CC2)CC1 (configuration not stated)
 : 3%	-2%	-1%	1%	-2%	8%	?	0%	-13%	13	9%
COc1ccc(CN2CCCC(CNC(=O)c3ccc(F)cc3)C2)c(C)c1C (configuration not stated)
 : 0%	1%	-64%[inhibitor]	2%	-4%	-7%	-13%	1%	1%	1	0%
O=C(c1cccc(N2C(=O)C3C4C=CC(C4)C3C2=O)c1)N1CCCc2ccccc21 (configuration not stated)
 : 3%	-3%	-5%	3%	1%	-17%	-1%	4%	3%	2	-24%
O=C(Cc1ncc(C(F)(F)F)cc1Cl)NNc1cccc(F)n1
 : 4%	1%	-8%	-5%	-2%	-5%	2%	-17%	2%	-8	1%
COc1cccc(CC(=O)N(CCC2=CCCCC2)c2c(N)n(Cc3ccccc3)c(=O)[nH]c2=O)c1
 : -4%	·	-4%	9%	-4%	-3%	-21%	1%	-1%	8	0%
O=C(Cn1cncn1)NCc1ccccc1Br
 : 0%	1%	0%	9%	-5%	0%	1%	-3%	2%	2	-4%
O=C(N/N=C/c1ccncc1)NC1CCCCC1
 : -5%	-3%	17%	13%	-2%	-53%	-6%	-5%	-2%	-1	8%
CCNC(=O)n1cc(-n2cncn2)c(-c2ccc(Cl)cc2)n1
 : 1%	0%	-20%	-1%	-3%	0%	5%	-2%	1%	-2	-3%
Cc1ccn2c(NC3CCCC3)c(-c3ccsc3)nc2c1
 : 0%	29%	-12%	-14%	-2%	1%	?	7%	-1%	-8	?
Cc1cccc(-n2cnc3c(sc4nc(N5CCOCC5)c5c(c43)CCCC5)c2=O)c1
 : 1%	5%	?	-28%	-2%	-1%	0%	3%	12%	-9	?
O=C(Nc1ccccc1)c1ccc(CN2CCc3ccccc3C2)cc1
 : -5%	-2%	-1%	7%	2%	-4%	2%	4%	2%	-41	?
CCc1cccc(C)c1NC(=O)CSc1nnc(Cc2csc(C)n2)o1
 : -4%	-1%	5%	0%	-1%	-6%	-6%	-1%	4%	7	11%
CCN(CC)S(=O)(=O)c1ccc(/C=C/C(=O)OCC(=O)NCc2ccc3c(c2)OCO3)cc1
 : -4%	-3%	-18%	-20%	-1%	-5%	-442%	5%	9%	-3	5%
COc1ccc(-n2nnnc2S(=O)(=O)Cc2ccc(C(=O)O)cc2)cc1
 : -4%	2%	-63%[inhibitor]	4%	-7%	-6%	?	14%	-1%	27	?
Cc1ccc(C(=O)C2=C(O)C(=O)N(CCCN3CCOCC3)C23C(=O)N(C)c2ccccc23)o1 (configuration not stated)
 : 1%	-1%	-8%	-5%	-3%	1%	?	2%	1%	11	14%
COc1cc(NC(=O)CN2CCC(Cc3ccccc3)CC2)c(C)cc1[N+](=O)[O-]
 : -1%	-1%	-17%	-2%	-1%	-4%[46.1 µM]	-5%	7%	-5%	-10	27%
COc1cccc(CNC(=O)c2nnn(CC(=O)Nc3cccc(C)c3)c2N)c1
 : 0%	0%	11%	-11%	-2%	0%	-7%	6%	2%	-2	5%
Cc1cc(=O)n2c(n1)NC(Nc1cccc(C)c1C)=NC2c1ccccc1 (configuration not stated)
 : -4%	3%	3%	9%	-3%	-7%	?	-10%	0%	-1	-16%
Cc1ccc(S(=O)(=O)N2CCN(c3ccc(C(F)(F)F)cc3[N+](=O)[O-])CC2)cc1
 : -1%	-7%	-10%	-3%	0%	1%[46.1 µM]	5%	0%	3%	6	0%
CCNc1nc(NCC)n2c(SCC(=O)Nc3ccccc3[N+](=O)[O-])nnc2n1
 : 0%	0%	9%	-6%	-2%	-3%[46.1 µM]	-4%	1%	-4%	11	6%
CCOC(CCNC(=O)c1cn(CCOC)c(=O)c2c1c1ccccc1n2C)OCC
 : 1%	10%	-12%	0%	-1%	1%	-3%	33%	6%	-10	-6%
CC(=O)N1CCC(N(C(=O)Nc2ccc(Cl)cc2)C(C)C)CC1
 : 0%	3%	1%	9%	-2%	12%	?	0%	-6%	-8	-15%
CCOC(=O)CN(Cc1ccc(OC)c(OC)c1)S(=O)(=O)c1ccc(OC)cc1
 : -7%	-3%	-12%	-5%	86%[activator]	·	1%	-3%	1%	-6	3%
O=C(COC(=O)/C=C/c1ccccc1Cl)NCCc1ccc(Cl)cc1Cl
 : 0%	-7%	-12%	-5%	-1%	12%[46.1 µM]	-9%	20%	-3%	-17	6%
Cc1ccc(CNC(=O)CCS(=O)(=O)c2ccc3c(c2)NC(=O)C(C)S3)cc1 (configuration not stated)
 : -7%	-2%	2%	8%	-2%	-11%	-3%	7%	1%	13	?
Cc1noc(C(=O)Nc2cccc(O)c2)c1Cl
 : 4%	4%	-1%	-17%	-6%	1%	?	-15%	-6%	5	?
Cc1cccc(N2CCN(C(=O)NCc3ccc(Cl)cc3)CC2)c1
 : -3%	4%	12%	3%	-5%	-2%[46.1 µM]	-4%	0%	-2%	4	-28%
COc1ccccc1N=Nc1c(C)n[nH]c1C
 : -1%	-8%	-13%	?	-4%	4%	?	1%	-7%	-3	-13%
CCc1ccc(OCc2nc(-c3ccccn3)no2)c(Br)c1
 : -4%	-5%	-26%	-32%	-6%	2%	?	-1%	23%	-36	?
Nc1ccc(C(=O)N2CCN(S(=O)(=O)c3ccc(Cl)cc3)CC2)cc1[N+](=O)[O-]
 : -2%	17%	17%	18%	-2%	-2%	3%	-2%	-3%	-2	?
CCOC(=O)Cn1nnc2c(sc3nc4c(c(-c5ccccc5)c32)CCC4)c1=O
 : -2%	-27%	16%	-24%	-2%	-1%	-3%	-5%	3%	-9	11%
Cc1ccc(S(=O)(=O)N2CCCN(c3nccc(C(F)(F)F)n3)CC2)cc1
 : 2%	3%	-4%	-9%	-2%	2%	2%	-2%	-2%	-2	0%
Cc1nn(C(=O)c2c(-c3ccccc3)noc2C)c(C)c1N=Nc1cc(C(F)(F)F)cc(C(F)(F)F)c1
 : 8%	-6%	7%	11%	1%	0%	3%	-4%	-5%	-5	16%
COc1ccc(NS(=O)(=O)c2cc(NC(=O)c3ccc(S(=O)(=O)N(C)C)cc3)ccc2N2CCOCC2)cc1
 : -1%	-8%	?	4%	-5%	-3%[46.1 µM]	-2%	-2%	·	0	?
Cc1c(C(=O)N2CCCC2)oc2ccc(Br)cc12
 : -9%	-3%	-7%	2%	-4%	0%	?	18%	-2%	-12	?
C=CCSc1nc2ccsc2c(=O)n1-c1cccnc1
 : -1%	4%	11%	7%	-7%	0%	-6%	2%	?	0	17%
CN1CCN(C(=O)N2c3ccccc3CCc3ccccc32)CC1
 : 1%	4%	-11%	-15%	-7%	-9%	-6%	-3%	-6%	-3	-3%
COc1ccc2oc(C(=O)OCC(=O)NC(=O)NC(C)C)c(C)c2c1
 : 5%	?	-6%	0%	-5%	1%	?	·	-4%	11	?
CCCNC(=O)Cc1c(O)c2ccccc2[nH]c1=O
 : 2%	1%	1%	18%	-2%	-10%	5%	2%	1%	9	2%
CCOc1cccc2sc(=NC(=O)c3ccco3)n(CC(=O)OC)c12
 : -4%	31%[activator]	3%	-1%	-3%	1%	?	-8%	6%	-1	?
Cc1ccc(NC(=O)COC(=O)Cn2nc(-c3ccc(F)cc3)oc2=O)cc1C
 : -7%	-7%	-18%	-9%	0%	5%[46.1 µM]	-5%	-1%	·	1	17%
CCOc1ccccc1CN1CCNC(=O)C1CC(=O)NCCCn1cccn1 (configuration not stated)
 : 12%	6%	-23%	4%	-2%	6%	-5%	-2%	-3%	26	5%

Screening data (PubChem)
